DAGLB inhibitor = DAGLB lipase inhibitors, primary screen, biochemical, fluorescence, HTS | HEK293T DAGLB membrane lysate, EnzChek fluorogenic substrate | Diacylglycerol lipase-beta (Homo sapiens), Q8NCG7 | 340,000 compounds, 0.059% hits | inhibition, % at 5.17 µM; in the data active = inhibition above about 34%;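 also: 0% = enzyme with vehicle and 100% = wells lacking enzyme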
Target sequence (Q8NCG7 whole entry, looked up): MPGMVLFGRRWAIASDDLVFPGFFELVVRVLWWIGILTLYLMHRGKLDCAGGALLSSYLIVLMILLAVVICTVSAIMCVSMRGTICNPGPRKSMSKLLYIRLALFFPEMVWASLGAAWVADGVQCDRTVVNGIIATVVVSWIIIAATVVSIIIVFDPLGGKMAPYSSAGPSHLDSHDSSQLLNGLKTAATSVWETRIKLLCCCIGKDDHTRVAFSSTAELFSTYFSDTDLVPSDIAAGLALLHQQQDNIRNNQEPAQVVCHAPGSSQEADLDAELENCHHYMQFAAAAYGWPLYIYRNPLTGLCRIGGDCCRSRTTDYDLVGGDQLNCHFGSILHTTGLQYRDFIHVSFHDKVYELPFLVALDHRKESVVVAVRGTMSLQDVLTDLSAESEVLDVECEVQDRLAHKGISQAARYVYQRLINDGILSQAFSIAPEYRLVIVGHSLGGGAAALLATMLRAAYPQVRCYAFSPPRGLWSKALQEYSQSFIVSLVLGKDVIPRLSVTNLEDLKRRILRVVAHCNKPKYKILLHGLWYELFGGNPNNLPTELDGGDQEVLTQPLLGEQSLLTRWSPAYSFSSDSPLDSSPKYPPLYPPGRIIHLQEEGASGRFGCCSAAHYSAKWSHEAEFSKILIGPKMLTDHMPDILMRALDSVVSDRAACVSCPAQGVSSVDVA
PKA-R2B activ = activators of PKA-R2B holoenzyme, primary screen, biochemical, fluorescence polarization, Cy5-IP20, human; cAMP-dependent protein kinase catalytic subunit beta (Homo sapiens) + cAMP-dependent …; PKA-R2B holoenzyme dissociation; R2B truncated from residue 108, S112A mutant; 0% DMSO only, 100% 113 µM cGMP; activation, % at 11.4 µM; AID 504700, 2011; 340,000 compounds, 0.079% hits;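 active = activation above a cutoff set at the mean over all compounds plus 3 SD, cut at about 18% in these data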;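 also: higher means more holoenzyme dissociation and a rise in polarization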
Target sequence (P31323 whole entry, looked up, other chains not shown, the tested form may be a part): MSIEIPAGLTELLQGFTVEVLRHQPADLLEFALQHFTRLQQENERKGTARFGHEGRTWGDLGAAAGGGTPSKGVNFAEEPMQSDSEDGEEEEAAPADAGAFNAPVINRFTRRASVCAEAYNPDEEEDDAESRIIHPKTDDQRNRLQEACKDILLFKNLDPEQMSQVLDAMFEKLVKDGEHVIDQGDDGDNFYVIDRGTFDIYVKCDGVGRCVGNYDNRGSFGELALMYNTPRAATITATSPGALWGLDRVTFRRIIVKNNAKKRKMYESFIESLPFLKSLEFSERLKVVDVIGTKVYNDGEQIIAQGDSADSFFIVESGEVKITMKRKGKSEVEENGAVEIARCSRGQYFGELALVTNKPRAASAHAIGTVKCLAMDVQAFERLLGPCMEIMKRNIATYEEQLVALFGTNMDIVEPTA
SR-BI uptake up = activators of SR-BI mediated DiI-HDL uptake, primary screen, ldlA[mSR-BI] CHO cells, DiI fluorescence; activation, % at 12.5 µM; 320,000 compounds, 0.096% hits; 3 h; 100 = double the neutral-control signal;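 active = mean replicate activation of at least 60% and every replicate at or above 60%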;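 also: 0% = median plate neutral-control signal and 100% = twice that signal; values of inactives mirror those of a sister screen read the other way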
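Material: SR-BI-overexpressing, LDLR-lacking CHO cells | Dosing: Single compound concentration, delivered by pin transfer | Probe or stimulus: Labelled HDL, 10 µg/mL | Signal: Bottom-read cell fluorescence after medium removal, ex 550/em 595 nm | Schedule: 3 h, 37 °C | Evaluation: HDL uptake via cellular fluorescence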
NSD2 inh = NSD2 histone methyltransferase inhibitors, primary screen, biochemical, AlphaScreen, single concentration, set 2; Histone-lysine N-methyltransferase NSD2 (Homo sapiens), O96028; NSD2 peptide methylation, 120 min; 310,000 compounds, 0.54% hits; AID 743445, 2014; inhibition, % at 12.5 µM; in the data active = inhibition above about 50%
C-LANA FP = inhibitors of KSHV C-LANA binding to DNA, primary screen, biochemical, fluorescence polarization, FAM-LBS DNA, MBP-C-LANA, single point | Kaposi's sarcoma herpesvirus LANA C-terminal domain (residues 932-1162) DNA binding | inhibition, % at 9 µM | 340,000 compounds, 0.078% hits | AID 504423, 2011;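 active = highest replicate inhibition at or above 60% at 9 µM, even if other replicates fall short; inactive = all replicates below 60% inhibition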;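 also: 0% = neutral control wells and 100% = 4 µM acridine orange control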
Keap1-Nrf2 PPI = Keap1-Nrf2 protein-protein interaction inhibitors, primary screen, biochemical, fluorescence polarization, single point; Kelch-like ECH-associated protein 1 (Homo sapiens), Q14145; Keap1 Kelch-Nrf2 peptide fluorescence polarization, 1536-well; 340,000 compounds, 0.15% hits; inhibition, % at 9.4 µM; in the data active = inhibition above about 12%;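 also: human Keap1 Kelch domain with fluorescein labeled Nrf2 9mer peptide probe; 0% = neutral control wells and 100% = peptide positive control; higher means more block of Keap1 binding to Nrf2 peptide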
Arr AP2 block = inhibitors of beta-arrestin/AP2 binding, primary screen, biochemical, GPCR trafficking, flow cytometry | beta-arrestin 1 C-terminal peptide binding to AP2 beta2-adaptin appendage (human) | FITC-arrestin peptide / GST-AP2 beads; AP2 beta2 appendage carries R879A mutation | inhibition, % at 10 µM | 340,000 compounds, 0.31% hits;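 active = inhibition above a set limit, near 3 SD of compounds lacking own fluorescence, cut at about 54% in these data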;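 also: plate controls were DMSO wells for no effect and 5 µM unlabelled arrestin peptide for full effect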
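Material – AP2 appendage R879A on GSH beads · Buffer or medium – PBS with 0.05% Tween 20 and 0.1% BSA · Probe or stimulus – fluorescein-tagged arrestin peptide at 50 nM final · Incubation – compound with beads 12 min RT, then probe 1 h RT · Detection – high-throughput flow cytometry of beads, ex 488, em 535 nm · Evaluation – percent response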
PvdQ inh = P. aeruginosa PvdQ acylase inhibitors, primary screen, biochemical, fluorescence, plate reader and imaging, single point; 340,000 compounds, 0.063% hits; inhibition, % at 10 µM; AID 488965, 2010; PvdQ acylase [Pseudomonas aeruginosa LESB58]; purified PvdQ acylase; in the data active = inhibition above about 30%, passing the limit was not always enough;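 also: 0% = vehicle neutral wells and 100% = reference inhibitor wells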
Cardiac RTF inh = cardiac RTF calcium sensitivity inhibitors, primary screen, biochemical, IANBD-TnC fluorescence, EC70 calcium; Troponin I, cardiac muscle (Homo sapiens) + Troponin T, cardiac muscle (Homo sapiens) + …; IANBD-labeled cardiac RTF, Ca2+ fluorescence; inhibition, % at 7.15 µM; 340,000 compounds, 0.12% hits; AID 493244, 2011;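 active = inhibition above the mean inhibition of all tested compounds plus 3 SD, cut at about 17% in these data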;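 also: assay run at fixed EC70 calcium of 1.6 mM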
SR-BI HDL uptake = inhibitors of SR-BI mediated HDL lipid uptake, primary screen, ldlA[mSR-BI] cells, fluorescence, single point | ldlA[mSR-BI] CHO cells, DiI-HDL uptake fluorescence, 3 h | inhibition, % at 12.5 µM | 320,000 compounds, 0.96% hits;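 active = mean replicate inhibition of at least 70% and a set share of replicates each scoring 70 or more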;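 also: 0% = median of neutral control wells and 100% = median of positive control wells; values of inactives mirror those of a sister screen read the other way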
Numbers without * were called inactive; nt = no result given.

cpd	canonical_smiles	PKA-R2B activ	SR-BI HDL uptake	SR-BI uptake up	Keap1-Nrf2 PPI	NSD2 inh	PvdQ inh	DAGLB inhibitor	C-LANA FP	Cardiac RTF inh	Arr AP2 block
1	O=C(Cn1nc(-c2ccccc2)ccc1=O)Nc1ccc(N2CCN(C(=O)c3cccs3)CC2)cc1	-6	47	-47	-4	nt	-7	7	0.3	6	-17
2	COc1ccc(C)cc1Nc1n[n+](-c2ccccc2)c(-c2c(OC)ccc3ccccc23)s1	-7	64	-64	0	nt	-45	5	-0.2	-17	-4
3	COc1ccc(-c2noc(CSc3ccc(C)cc3)n2)cc1	-2	-2	2	-7	-2	-2	-19	-4.6	-1	3
4	Cc1cccc2sc(NNC(=O)c3ccc(S(=O)(=O)N4CC(C)CC(C)C4)cc3)nc12 (configuration not stated)	4	131*	-131	4	nt	10	-14	-0.4	-5	7
5	COCCN1C(=O)N[C@@H](CCc2ccccc2)[C@H](C(=O)OC)[C@H]1C	-7	-21	21	-3	nt	-1	1	0.5	-15	1
6	CCCS(=O)(=O)c1cn2cccc(N)c2c1S(=O)(=O)CCC	-2	8	-8	0	1	4	2	7.2	-16	11
7	CCOc1cc2[nH]c(=S)n(CCOC)c(=O)c2cc1OCC	4	34	-34	-7	13	-16	0	0.4	-12	0
8	CC(C)(O)C#Cc1ncc(C(F)(F)F)cc1Cl	-6	-30	30	3	-1	4	4	0.0	10	-1
9	Clc1ccc(-n2ncc3c(NCc4ccco4)ncnc32)cc1	-5	25	-25	-7	-1	-31	1	2.7	3	0
10	N#Cc1ccccc1S(=O)(=O)N1CCN(C(=O)c2cccc(S(=O)(=O)N3CCCC3)c2)CC1	15	7	-7	-5	-1	-12	1	-1.5	-3	-7
11	COc1ccc(-c2cc(C3CCN(C(=O)OC(C)(C)C)CC3)[nH]n2)cc1	-4	27	-27	0	-1	7	-3	-0.5	-3	10
12	COc1ccc(S(=O)(=O)N2CCC3(CC2)OCCN3S(=O)(=O)c2ccc(OC)cc2)cc1	-1	8	-8	-3	-2	10	-2	0.8	-11	23
13	CCOC(=O)Nc1ccc(Cc2ccncc2)cc1	0	0	0	-2	0	-11	2	-0.7	-5	8
14	Cc1sc2ncnc(SCC(=O)NCC(C)C)c2c1C	-4	4	-4	0	-2	8	-4	-2.0	2	-3
15	O=C1N=C(N2CCN(c3cccc4ccccc34)CC2)S/C1=C/c1cccs1	0	31	-31	-1	0	8	4	2.5	3	3
16	Cc1noc(C(=O)NCc2cccnc2)c1Cl	6	-10	10	0	nt	-5	1	-1.8	2	6
17	Cc1cccc(NC(=O)c2cc3cc([N+](=O)[O-])ccc3s2)n1	-2	31	-31	-3	-1	0	7	0.2	0	12
18	COc1cc2c(cc1O)C(Cc1ccc(O)cc1)NCC2 (configuration not stated)	-9	-21	21	-4	nt	-22	-4	0.2	3	7
19	O=C(O)CCC(=O)NCC(=O)c1ccc(F)cc1	nt	-10	10	-5	-3	-17	nt	1.1	nt	9
20	Cc1cccc(NC(=O)CC2(CC(=O)O)CCCC2)c1	-2	-16	16	0	-2	-16	3	-0.9	-9	-14
21	S=C(c1nc2ccccc2[nH]1)N1CCOCC1	1	-17	17	7	3	-9	-2	1.0	-8	-1
22	CCC(C)NC(=O)C(=O)NCc1ccccn1 (configuration not stated)	7	0	0	-1	-1	1	-2	0.0	1	2
23	O=C(/C=C/c1ccc2ccccc2n1)N1CCN(c2ccccc2)CC1	4	4	-4	-2	4	3	3	-2.5	-2	33
24	COc1cc(CNCc2c[nH]c3ccccc23)cc(OC)c1	0	17	-17	-5	0	-1	1	-1.9	-17	2
25	CN(C)/C=C/C(=O)c1ccc(C(F)(F)F)cc1F	-6	-24	24	2	-4	-3	-1	1.0	-8	41

Structures from the list above that contain a CF3 group, in the order listed:
cpd	canonical_smiles	PKA-R2B activ	SR-BI HDL uptake	SR-BI uptake up	Keap1-Nrf2 PPI	NSD2 inh	PvdQ inh	DAGLB inhibitor	C-LANA FP	Cardiac RTF inh	Arr AP2 block
8	CC(C)(O)C#Cc1ncc(C(F)(F)F)cc1Cl	-6	-30	30	3	-1	4	4	0.0	10	-1
25	CN(C)/C=C/C(=O)c1ccc(C(F)(F)F)cc1F	-6	-24	24	2	-4	-3	-1	1.0	-8	41

A run of entries from further up:
cpd	canonical_smiles	PKA-R2B activ	SR-BI HDL uptake	SR-BI uptake up	Keap1-Nrf2 PPI	NSD2 inh	PvdQ inh	DAGLB inhibitor	C-LANA FP	Cardiac RTF inh	Arr AP2 block
1	O=C(Cn1nc(-c2ccccc2)ccc1=O)Nc1ccc(N2CCN(C(=O)c3cccs3)CC2)cc1	-6	47	-47	-4	nt	-7	7	0.3	6	-17
2	COc1ccc(C)cc1Nc1n[n+](-c2ccccc2)c(-c2c(OC)ccc3ccccc23)s1	-7	64	-64	0	nt	-45	5	-0.2	-17	-4
3	COc1ccc(-c2noc(CSc3ccc(C)cc3)n2)cc1	-2	-2	2	-7	-2	-2	-19	-4.6	-1	3
4	Cc1cccc2sc(NNC(=O)c3ccc(S(=O)(=O)N4CC(C)CC(C)C4)cc3)nc12 (configuration not stated)	4	131*	-131	4	nt	10	-14	-0.4	-5	7
5	COCCN1C(=O)N[C@@H](CCc2ccccc2)[C@H](C(=O)OC)[C@H]1C	-7	-21	21	-3	nt	-1	1	0.5	-15	1

Next part
cpd	canonical_smiles	PKA-R2B activ	SR-BI HDL uptake	SR-BI uptake up	Keap1-Nrf2 PPI	NSD2 inh	PvdQ inh	DAGLB inhibitor	C-LANA FP	Cardiac RTF inh	Arr AP2 block
26	O=C(Nc1ccccc1C(=O)NCCN1CCOCC1)c1ccco1	-9	-1	1	-1	-9	1	-2	1.3	2	27
27	COc1ccc(/C=C(\NC(=O)/C=C/c2ccco2)C(=O)NCCc2nc3ccccc3[nH]2)cc1	5	-12	12	-1	6	9	2	1.3	-10	11
28	CC(C)(C)OC(=O)NCCCCCNC(=O)c1[nH]cnc1C(=O)Nc1cccc(Cl)c1	-5	23	-23	0	nt	-4	3	0.6	-8	19
29	CC(=O)c1cccc(NC(=O)COC(=O)c2ccc3c(c2)OCCO3)c1	0	-9	9	0	-1	-1	-7	-2.6	-1	-3
30	CCCNC(=O)c1cc(-c2ccc(OC)cc2)n(CCCOC)c1C	-8	47	-47	0	3	3	-2	1.4	5	3
31	Cc1cc(N=Cc2c(O)n(-c3cccc(C(F)(F)F)c3)c(=O)c3ccccc23)no1	4	5	-5	0	-1	6	-1	-0.5	2	30
32	OC(COCc1ccc(Cl)cc1)CN1CCN(CC(O)COCc2ccc(Cl)cc2)CC1 (configuration not stated)	-2	15	-15	-6	1	-4	1	1.9	4	-10
33	O=C(COc1ccccc1)NCC(=O)N/N=C/C=C/c1ccccc1	0	7	-7	-3	1	-13	-1	-0.5	-1	-1
34	Cc1nnsc1C(=O)NNc1ccc(Cl)cc1	-1	19	-19	-5	-5	-9	-5	0.3	-5	6
35	O=C(c1ccccc1)c1ccc2nc(-c3ccc(NC(=O)c4ccccc4F)cc3)[nH]c2c1	-4	57	-57	-2	-2	-10	1	-0.7	-8	5
36	Cc1ccccc1C(=O)NCC(=O)OC(C)C(=O)NC(C)CCc1ccccc1 (configuration not stated)	1	2	-2	-3	-2	-18	1	0.3	2	-8
37	CCOC(=O)[C@H]1[C@H]2COc3ccc(Br)cc3[C@@H]2N2C(=O)CN(Cc3ccccc3)C(=O)[C@@]12C	3	11	-11	-9	nt	-13	-3	1.6	-15	-3
38	C/C(=N\N(c1ccccc1)c1ccccc1)c1ccco1	-5	-1	1	-1	9	1	-5	-0.6	1	23
39	CCc1nnc(NC(=O)CSc2nnc(Cc3ccccc3)n2-c2ccc(OC)cc2)s1	11	-16	16	3	2	-8	2	-2.4	-6	-2
40	COc1cc(S(=O)(=O)N2CCOCC2)cc(C(=O)OCC(=O)NC2CCCCC2)c1OC	-10	-10	10	1	1	-6	3	3.6	-6	15
41	CC(=O)c1cnc2nc(SCc3ccccc3C)nn2c1C	0	12	-12	-2	-4	-10	-2	0.0	-13	2
42	O=C(Nc1ccc(N2CCCCC2)cc1)c1ccc([N+](=O)[O-])o1	-1	24	-24	0	3	-3	8	-0.4	-6	7
43	C=CCn1c(CNC(=O)c2ccco2)nnc1SCC(=O)c1ccc(OC)cc1	-6	8	-8	-3	-6	-2	0	1.0	0	-10
44	CSCC[C@H](N)C(=O)NC[C@H]1CC[C@H](C(=O)N[C@@H](Cc2ccccc2)C(=O)O)CC1	-8	2	-2	-1	-1	7	-1	1.1	1	33
45	O=C(O)CCNC(=O)/C(=C/C=C/c1ccccc1)NC(=O)c1ccccc1	-5	12	-12	4	-1	-1	1	0.5	-9	-3
46	COc1ccc(S(=O)(=O)N2CCC(C(N)=O)CC2)c2ccccc12	-8	-13	13	-3	1	-8	-1	-1.3	-5	2
47	COC(=O)C1CCN(C(=O)COC(=O)CCc2nc3ccccc3c(=O)[nH]2)CC1	10	-33	33	3	-1	-3	-2	-0.1	2	15
48	CC(C)COc1ccc(C(=S)N2CCCC2)cc1	-5	20	-20	-4	0	-2	-5	-2.1	-9	-2
49	CCc1ccccc1S(=O)(=O)Cc1ccc(C(=O)N2CCN(c3ccccn3)CC2)o1	-5	40	-40	-7	nt	5	-1	-2.7	-5	7
50	O=C(Nc1cccc(-c2nn[nH]n2)c1)c1csc2c1CCCC2	4	-6	6	-6	-3	-5	3	1.7	0	-7
51	CCOC(=O)Cc1csc(NC(=O)Cc2ccc(C)cc2)n1	1	-20	20	-4	-1	-7	1	0.3	0	-29
52	CC(=O)NC(Cc1ccccc1)c1ccc2c(c1)OCCCO2 (configuration not stated)	8	-6	6	2	-2	-4	-1	0.8	0	-4
53	CCCCN=CC1=C(O)CC(c2ccccc2)CC1=O (configuration not stated)	-12	10	-10	1	-3	-8	-1	-1.4	11	-7

Screens: PubChem, several laboratories
